# Hsp70 displacement: small molecules displacing fluorescent ligand from Hsp70 – biochemical, fluorescence polarization, primary screen (AID 583); Hsp70 fluorescence polarization probe displacement, mP; higher % means a stronger effect; displacement, % at 20 µM; hits with a dose series show IC50 in µM; hit rate 0.06% among 140,000; in the data active = displacement above about 50%;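 also: plate controls were vehicle for no effect and reference ligand for full effect; a part of the inactive calls stands beside numbers as strong as those of hits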
# MKP-3 inhibition: inhibition of rat DUSP6 enzyme activity – biochemical, in vitro, primary screen (AID 425); recombinant MKP-3 phosphatase activity, fluorescence; higher % means a stronger effect; inhibition, % at 20 µM, or IC50 in µM where a hit was titrated; hit rate 0.17% among 110,000; in the data active = inhibition above about 50%;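 also: plate controls were vehicle for no effect and reference inhibitor for full effect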
# * marks the source's active call; other numbers are inactive results; . = no result given; & = joins results of further samples. These rows are one share of the data; count on the stated rates, not on these rows.
No.	SMILES	Hsp70 displacement	MKP-3 inhibition
1	Cc1ccc(S(=O)(=O)/N=C2/NC(=O)/C(=C/c3ccco3)S2)cc1	3.6%	0.8%
2	CC(=O)c1cc(-c2ccccc2)n(CCC(=O)NCc2cccs2)c1C	-5.3%	-1.3%
3	CS(=O)(=O)c1ccc(Cl)c(C(=O)O)c1	-1.1%	0.2%
4	CCc1cccc(C)c1NC(=O)C(C(C)C)N1C(=O)c2ccccc2C1=O (stereo not drawn)	1.9%	1.8%
5	O=C(NCCN1CCOCC1)c1cc(-c2ccco2)on1	0.3%	5.6%
6	C=CCOC(=O)CCC(=O)Nc1cccc2ccccc12	4.2%	-6.0%
7	O=C(c1cccnc1)N1C2CCC1CC(O)(c1ccc(F)cc1)C2 (stereo not drawn)	1.2%	1.9%
8	O=C(NCCNc1ccc([N+](=O)[O-])cc1Cl)c1cccc(Br)c1	-0.4%	0.9%
9	COc1ccccc1C1CC(c2c(-c3ccccc3)c3cc(Cl)ccc3[nH]c2=O)=NN1C(=O)CCC(=O)O (stereo not drawn)	1.0%	2.5%
10	COc1ccc(/C=C2\SC(=O)N(CCC(=O)Nc3ccccc3C)C2=O)cc1OC	-5.4%	3.5%
11	Cc1nn(C)cc1CNC(=O)Nc1ccc(Br)cc1Cl	-0.6%	-1.7%
12	CN(C)/C=C1\Nc2ccc(Br)c(Cl)c2C1=O	-5.6%	4.0%
13	COc1ccc(/C=N\N2CCN(c3ccccc3)CC2)cc1	-5.1%	0.1%
14	O=C(/C=C/c1ccccc1Cl)Nc1ccc(Cl)cn1	2.5%	1.2%
15	Brc1ccc(-c2nc(-c3ccccc3)no2)o1	-1.6%	-10.3%
16	Cc1cc(/C=C(\C#N)C(=O)NCc2ccco2)c(C)[nH]1	2.0%	.
17	Clc1ccc2nc(N3CCNCC3)nc(-c3ccccc3)c2c1	4.2%	7.6%
18	Cc1ccc(S(=O)(=O)NC(=O)NC(C)c2ccccc2)cc1 (stereo not drawn)	7.5%	-1.1%
19	O=C(Nc1ccc2nn(-c3ccccc3)nc2c1)c1ccc(Cl)c([N+](=O)[O-])c1	-1.4%	2.0%
20	COc1ccc(Cn2nnnc2C(C(C)C)N(Cc2ccco2)Cc2cccs2)cc1 (stereo not drawn)	2.0%	1.0%
21	CCOC(=O)CCn1cc(F)c(=O)n(Cc2ccccc2)c1=O	5.2%	-10.0%
22	COc1ccc(/C=C/C(=O)NC(=S)NNC(=O)c2ccco2)cc1	2.2%	.
23	CCCn1nnnc1SCC(=O)NCc1ccccc1	1.0%	-15.4%
24	c1ccc(-c2ccccc2OCCn2cncn2)cc1	-0.5%	4.2%
25	COc1ccc(/C=C/C(=O)N2CCC(C)CC2)cc1Br	1.8%	-3.4%
26	CCOC(=O)c1nc(NC(=O)/C=C/c2ccco2)sc1C	-0.6%	5.3%
27	COc1cccc(OCC(O)CN(CCO)Cc2ccccc2)c1 (stereo not drawn)	-4.2%	-0.3%
28	CC(=O)Nc1ccc(Nc2ncnc3c2cnn3-c2cccc(C)c2)cc1	10.1%	-4.8%
29	O=C(Cn1nnc2ccccc2c1=O)N1CCCc2ccccc21	2.2%	-1.2%
30	CSc1nc(NC(C)C)nc(N2CCOCC2)n1	0.6%	-10.5%
31	COC(=O)C1=CNC=C(C(=O)OC)C1c1cccc(C)c1	0.7%	-0.6%
32	O=C(C1CCN(S(=O)(=O)c2cccs2)CC1)N1CCc2ccccc2C1	4.1%	-3.7%
33	COC(=O)c1[nH]c2cccc(OC)c2c1NC(=O)CCN1CC(C)CC(C)C1 (stereo not drawn)	1.4%	-0.8%
34	O=S(=O)(Nc1nc2ccccc2nc1NCC1CCCO1)c1cccs1 (stereo not drawn)	-0.1%	-13.9%
35	CN(C)C(=O)c1ccc2c(c1)n(C)c(=O)n2C	4.3%	.
36	CCN(Cc1ccccc1)C(c1cccc(C#N)c1)c1nnnn1C(C)(C)C (stereo not drawn)	-3.1%	-1.4%
37	CC(C)(C)NC(=O)c1cccc(C(=O)Nc2cccc(O)c2)c1	-3.7%	2.5%
38	CCOC(=O)CSc1nc2sc3c(c2c(=O)n1-c1ccccc1)CCN(C)C3	-1.0%	3.8%
39	CCOc1ccc2nc(NC(=O)CSc3nc4c(c(=O)n(C)c(=O)n4C)n3CC)sc2c1	-1.9%	-1.7%
40	Cc1nnc(N)nc1C	.	-5.3%
41	COc1ccc(-c2csc(N3CCOCC3)n2)cc1OC	-8.7%	-7.9%
42	Cc1ccc(OCCn2ccc(=O)[nH]c2=O)cc1C	6.1%	-4.6%
43	CCN(CC)CCN1C(=O)C(O)=C(C(=O)c2cc3ccccc3o2)C1c1cccnc1 (stereo not drawn)	6.0%	-6.4%
44	COc1cc(NC(=O)c2cc3ccccc3o2)ccc1NC(=O)c1ccco1	-1.8%	1.7%
45	Cc1ccc(NC(=S)NC(=O)c2ccco2)cc1	-2.2%	2.3%
46	COC(=O)CSc1nc2cc(OC)ccc2cc1C#N	-6.1%	-7.1%
47	Cn1c(=O)c(=O)n(C)c2cc(S(=O)(=O)N3CCN(c4cccc(C(F)(F)F)c4)CC3)ccc21	-5.3%	-0.4%
48	CCCCN(CC)C(=O)c1ccc(Cl)c(Cl)c1	7.3%	-18.3%
49	COc1cc(C2CC(=O)N(CC(=O)NCc3ccco3)c3ccccc3S2)cc(OC)c1OC (stereo not drawn)	6.6%	9.3%
50	CC1CCc2nc(NC(=O)CN3CCN(Cc4ccc5c(c4)OCO5)CC3)sc2C1 (stereo not drawn)	0.4%	-5.8%

# Single records, from the list above. Screens in order: Hsp70 displacement	MKP-3 inhibition
# `CCOc1ccc2nc(NC(=O)CSc3nc4c(c(=O)n(C)c(=O)n4C)n3CC)sc2c1` as listed: -1.9%	-1.7%
# `COc1cc(NC(=O)c2cc3ccccc3o2)ccc1NC(=O)c1ccco1` as listed: -1.8%	1.7%
# `Cn1c(=O)c(=O)n(C)c2cc(S(=O)(=O)N3CCN(c4cccc(C(F)(F)F)c4)CC3)ccc21` as listed: -5.3%	-0.4%

# Further structures follow.
No.	SMILES	Hsp70 displacement	MKP-3 inhibition
51	O=C(O)CC(O)C(=O)O (stereo not drawn)	1.3%	-9.2%
52	O=S1(=O)CCN2C=Nc3sc4c(c3C2=N1)CCCC4	3.8%	-2.3%
53	CCc1cc(=O)oc2cc(OC(C)=O)ccc12	-2.5%	4.3%
54	O=C1CC(N2CCN(c3ccc(Cl)cc3)CC2)C(=O)N1CCc1ccccc1 (stereo not drawn)	3.3%	-1.1%
55	COc1ccc(OC)c(CCNC(=O)Cn2sc3nc(C)cc(C)c3c2=O)c1	2.6%	-7.2%
56	Cc1oc(C)c(C(=O)Nc2ccc(CC(=O)O)cc2)c1C(=O)Nc1ccc(CC(=O)O)cc1	1.6%	-14.9%
57	N/C(=N\OC(=O)CCc1ccccc1)c1cccnc1	1.3%	1.6%
58	COc1cc(/C=C/C(=O)c2c(-c3ccccc3)c3cc(Cl)ccc3[nH]c2=O)cc(Br)c1OC	2.9%	2.2%
59	O=C(Nc1ccc(-c2nc3ccccc3o2)c(O)c1)c1ccc(-c2ccc(Cl)cc2Cl)o1	-6.2%	2.6%
60	COc1cc2ccccc2cc1C(=O)Nc1ccc(S(=O)(=O)Nc2nc(C)cc(C)n2)cc1	10.1%	-1.1%
61	CC(C)(C)C(=O)NC(=C(Cl)Cl)P(=O)(O)O	.	-0.4%
62	Cc1ccc(-c2nnc(-c3ccc(NC(=O)c4ccco4)cc3)o2)cc1	1.6%	-4.6%
63	CCOc1ccc(NC(=O)CC2S/C(=N\N=C3/C=C(C)CC(C)(C)C3)NC2=O)cc1 (stereo not drawn)	-1.5%	-3.3%
64	Clc1ccc(-n2ncc3c(NCCN4CCOCC4)ncnc32)cc1	5.7%	.
65	O=C(c1cccs1)N1CCN(c2cc(N3CCCC3)c(F)cc2[N+](=O)[O-])CC1	-4.7%	1.0%
66	CCC(C)OC(=O)C1=C(C)NC(=O)NC1c1ccc(F)cc1 (stereo not drawn)	-0.5%	-3.1%
67	Cc1ccc(NC(=O)CN(Cc2ccccc2)S(C)(=O)=O)cc1C	-0.5%	.
68	COC(=O)N1CC(=O)N(OC)C1c1ccc(Cl)cc1Cl (stereo not drawn)	1.3%	-9.0%
69	CC(NC(=O)CN(C1CCCCC1)S(C)(=O)=O)c1ccccc1 (stereo not drawn)	16.1%	.
70	COc1ccc(CCNC(=O)c2ccc([N+](=O)[O-])c(C)c2)cc1OC	4.8%	2.8%
71	CCN(C1CCCCC1)S(=O)(=O)c1ccc(S(=O)(=O)N2CCN(CCC#N)CC2)cc1	0.2%	-10.4%
72	O=C(c1csc2c1CCCC2)N1CCN(c2ccc(F)cc2)CC1	3.5%	.
73	COC(=O)c1c(C)c(-c2cccs2)nc2ccccc12	-1.2%	3.5%
74	O=C(NCCCO)/C(=C/c1ccc(-c2cccc([N+](=O)[O-])c2)o1)NC(=O)c1ccccc1	-1.2%	1.3%
75	COc1ccc(C(c2sc3nc(C)nn3c2O)N2CCC3(CC2)OCCO3)cc1 (stereo not drawn)	0.8%	4.7%

# Single values from above.
# Result of `COc1ccc(CCNC(=O)c2ccc([N+](=O)[O-])c(C)c2)cc1OC` in Hsp70 displacement: 4.8%
# Result of `O=C1CC(N2CCN(c3ccc(Cl)cc3)CC2)C(=O)N1CCc1ccccc1` (stereo not drawn) in MKP-3 inhibition: -1.1%
# Result of `COc1ccc(C(c2sc3nc(C)nn3c2O)N2CCC3(CC2)OCCO3)cc1` (stereo not drawn) in MKP-3 inhibition: 4.7%
# Result of `COC(=O)N1CC(=O)N(OC)C1c1ccc(Cl)cc1Cl` (stereo not drawn) in Hsp70 displacement: 1.3%

# The listing continues:
No.	SMILES	Hsp70 displacement	MKP-3 inhibition
76	CC1CCCC(C)N1C(=O)COC(=O)c1ccc[nH]c1=O (stereo not drawn)	-3.2%	-3.8%
77	COc1ccc(OC(C)C(=O)NCc2cccnc2)cc1 (stereo not drawn)	3.1%	-5.1%
78	COc1ccc(NC(=O)COc2ccccc2)c(OC)c1	8.0%	-1.0%
79	O=C(Nc1ccccc1)c1ccc(S(=O)(=O)N2CCCc3ccccc32)cc1	-2.6%	3.0%
80	Cc1ccc(C(=O)N2CCN(c3ccc(NC(=O)c4ccc(Br)o4)cc3)CC2)cc1	-3.7%	.
81	O=c1c2cnn(-c3ccccc3)c2nnn1Cc1ccccn1	1.0%	6.4%
82	CC1=C(C(=O)OC2CCCC2)C(c2ccc(Cl)cc2)NC(=O)N1 (stereo not drawn)	-3.0%	2.5%
83	CC(C)(C)c1ccc(S(=O)(=O)NNc2ccccc2)cc1	3.9%	0.5%
84	Cc1ccc(S(=O)(=O)N(C)Cc2ccccc2)cc1[N+](=O)[O-]	5.4%	-0.8%
85	Cn1c2c(c(=O)n(C)c1=O)CN(CCCN1CCOCC1)CN2	4.7%	-0.5%
86	CCOc1ccc(CN2CCN(C(=O)c3ccc(-c4ccccc4)cc3)CC2)cc1	5.8%	2.1%
87	c1cncc(-c2nnc3n2N=C(c2cccs2)CS3)c1	5.7%	3.8%
88	NC(=O)CSc1nc2ccccc2n1-c1ccccc1	3.0%	-1.3%
89	O=C1NC(=O)N(c2ccc(Cl)cc2)C(=O)/C1=C/c1ccc(Br)s1	-0.8%	-3.7%
90	C=CCC(C#Cc1ccccc1)N(C)C (stereo not drawn)	0.2%	-9.9%
91	FC(F)(F)c1ccc2nnc(-c3c(Cl)cccc3Cl)n2c1	-0.3%&2.8%	1.9%
92	COc1cccc(/C=C2/SC(=S)N(CCC(=O)N3c4ccccc4Sc4ccc(Cl)cc43)C2=O)c1	2.2%	-6.8%
93	CCc1ccc2c(c1)/C(=C/C(=O)c1cccs1)C(=O)N2	-3.4%	.
94	COc1ccc(/C=N/S(=O)(=O)c2cccs2)cc1OC	.	4.7%
95	COc1ccc(C2/C(=C(/O)c3ccccc3)C(=O)C(=O)N2CCN2CCOCC2)c(OC)c1 (stereo not drawn)	-2.0%	1.2%
96	COc1ccc(C(=O)Nc2ccc(-c3nc4cc(C)ccc4o3)cc2)cc1Br	-4.1%	1.2%
97	COc1cc(Cl)c(C)cc1NC(=O)CSc1nc2ccccc2o1	-1.3%	-8.2%
98	O=[N+]([O-])c1cccc(C2N(c3ccccc3)CCN2c2ccccc2)c1	8.5%	-1.6%
99	Cc1c(NC(=O)c2cnn3c2NC(c2ccc(Br)cc2)CC3C(F)(F)F)c(=O)n(-c2ccccc2)n1C (stereo not drawn)	-2.8%	.
100	COc1ccc(NC(=O)C(C/C=C(/C)Cl)C(C)=O)cc1 (stereo not drawn)	-1.6%	.
101	CCC(C)N1C(=O)/C(=C/c2c(NCCCOC(C)C)nc3c(C)cccn3c2=O)SC1=S (stereo not drawn)	26.9%	.
102	CCOCC(O)CSCc1ccc(Cl)cc1 (stereo not drawn)	.	-11.6%
103	Cc1[nH]c2ccccc2c1C1=CN2CCS(=O)(=O)N=C2S1	1.3%	-11.7%
104	CCOc1ccc(N2C(=O)CC(C(C)c3ccccc3)C2=O)cc1 (stereo not drawn)	-2.4%	-0.8%
105	COc1ccccc1C/C(N)=N/OC(=O)c1cccc(Br)c1	-5.4%	0.4%
106	CC1(C)CC(NC(=O)C23CCC(C)(/C(=N/O)C2)C3(C)C)CC(C)(C)N1 (stereo not drawn)	-1.8%	-3.4%
107	CCc1cc2c(CN3CCN(CC)CC3)cc(=O)oc2cc1O	0.2%	-4.3%
108	CC1(C)CC(C#N)(N2CCOCC2)CCO1 (stereo not drawn)	2.0%	-4.3%
109	CCOC(=O)N1CCN(C(=O)c2cc(-c3ccc(F)cc3)[nH]c2C)CC1	0.3%	5.8%
110	CCOC(=O)c1ccc(Nc2ncnc3ccc(C)cc23)cc1	1.4%&6.4%	1.9%

# 4 records picked at random from those above:
No.	SMILES	Hsp70 displacement	MKP-3 inhibition
102	CCOCC(O)CSCc1ccc(Cl)cc1 (stereo not drawn)	.	-11.6%
106	CC1(C)CC(NC(=O)C23CCC(C)(/C(=N/O)C2)C3(C)C)CC(C)(C)N1 (stereo not drawn)	-1.8%	-3.4%
103	Cc1[nH]c2ccccc2c1C1=CN2CCS(=O)(=O)N=C2S1	1.3%	-11.7%
108	CC1(C)CC(C#N)(N2CCOCC2)CCO1 (stereo not drawn)	2.0%	-4.3%
